From PubChem
Arrestin-AP2 inh = human beta-arrestin and AP2 interaction inhibition | FITC-arrestin peptide / GST-AP2 beads, flow cytometry; AP2 beta2 appendage carries R879A mutation | inhibition, % at 10 µM | 340,000 compounds, 0.31% hits | AID 504490;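 active = inhibition above a set limit, near 3 SD of compounds lacking own fluorescence, cut at about 54% in these data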;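 note: plate controls were DMSO wells for no effect and 5 µM unlabelled arrestin peptide for full effect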
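Material – AP2 appendage R879A on GSH beads · Buffer or medium – PBS with 0.05% Tween 20 and 0.1% BSA · Probe or stimulus – fluorescein-tagged arrestin peptide at 50 nM final · Incubation – compound with beads 12 min RT, then probe 1 h RT · Detection – high-throughput flow cytometry of beads, ex 488, em 535 nm · Evaluation – percent response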
AddAB inh = less growth of phage-infected E. coli with AddAB. E. coli expressing H. pylori AddAB, absorbance growth. inhibition, % at 11.9 µM. 330,000 compounds, 0.29% hits; in the data active = inhibition above about 12%;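 note: 0% = vehicle wells of infected cells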
MOR-DOR inv ag = inverse agonists of human mu-delta opioid receptor heterodimerization; P35372+P41143; cell-based MOR-DOR heterodimer luminescence, inverse agonism; inhibition, % at 9.3 µM; 340,000 compounds, 0.21% hits; AID 504357; in the data active = inhibition above about 22%, passing the limit was not always enough;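 note: 0% = cells with DMSO and 100% = wells without cells with DMSO; values of inactives mirror those of a sister screen read the other way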
Target sequence (P35372 whole entry, looked up): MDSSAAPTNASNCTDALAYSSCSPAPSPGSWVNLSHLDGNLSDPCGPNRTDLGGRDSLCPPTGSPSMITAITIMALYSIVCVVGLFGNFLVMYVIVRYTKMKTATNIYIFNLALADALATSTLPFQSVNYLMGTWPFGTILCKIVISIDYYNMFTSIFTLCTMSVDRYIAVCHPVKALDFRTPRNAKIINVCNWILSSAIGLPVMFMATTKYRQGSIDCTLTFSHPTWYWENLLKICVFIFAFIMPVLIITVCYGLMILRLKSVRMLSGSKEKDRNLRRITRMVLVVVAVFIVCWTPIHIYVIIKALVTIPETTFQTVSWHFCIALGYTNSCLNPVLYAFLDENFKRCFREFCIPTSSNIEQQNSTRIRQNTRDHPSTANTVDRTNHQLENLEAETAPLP
Target sequence (P41143 whole entry, looked up): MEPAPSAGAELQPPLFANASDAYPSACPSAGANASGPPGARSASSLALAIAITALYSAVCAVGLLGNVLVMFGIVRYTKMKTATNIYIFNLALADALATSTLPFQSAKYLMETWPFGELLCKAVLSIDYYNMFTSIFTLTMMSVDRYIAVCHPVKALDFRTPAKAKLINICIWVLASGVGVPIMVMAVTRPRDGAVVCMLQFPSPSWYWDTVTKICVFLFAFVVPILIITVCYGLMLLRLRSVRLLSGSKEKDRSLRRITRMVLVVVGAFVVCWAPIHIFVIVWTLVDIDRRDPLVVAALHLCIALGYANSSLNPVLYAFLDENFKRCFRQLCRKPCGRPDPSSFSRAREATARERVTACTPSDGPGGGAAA
OPRM1-OPRD1 ag = OPRM1-OPRD1 heterodimerization agonism; P35372+P41143; 340,000 compounds, 0.3% hits; activation, % at 9.3 µM; AID 504326; cells, luminescence; in the data active = activation above about 18%;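 note: 0% = vehicle-treated cells and 100% = reference agonist; values of inactives mirror those of a sister screen read the other way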
PfHsp90 yeast 2 = reduces growth (ATP signal) of yeast expressing P. falciparum Hsp90; 310,000 compounds, 0.32% hits; inhibition, % at 9.4 µM; S. cerevisiae expressing PfHsp90, BacTiter-Glo ATP, 48 h; yeast lacking PDR1 and PDR3 efflux regulators;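 active = every replicate shows inhibition above about 80%, whatever the replicate mean, limit read from the data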;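 note: 0% = DMSO neutral controls and 100% = 20 µM radicicol positive controls; yeast relying on Plasmodium falciparum Hsp90 in place of its own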
phage Ecoli inh = E. coli growth loss with phage present; growth absorbance; 360,000 compounds, 0.26% hits; inhibition, % at 11.9 µM; in the data active = inhibition above about 11%
PKA-R1A act = activates the PKA-R1A holoenzyme complex; PKA-R1A dissociation, Cy5-IP20 fluorescence polarization; scaled: DMSO 0%, 113 µM cGMP 100%; activation, % at 11.4 µM; P00514+P68181; 340,000 compounds, 0.083% hits;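 active = percent activation above the mean of all tested compounds plus 3 SD, cut at about 19% in these data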;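 note: higher means more PKAc released from R1A so a rise in polarization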
DSG3 Ab inh = inhibitors of pemphigus antibody binding to human desmoglein-3; binding (percent of control), % at 10 µM; 310,000 compounds, 0.48% hits; P32926; AID 588358; DSG3-coupled beads, scFv-anti-DSG3-GFP binding, flow cytometry; hits give low values;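 active = binding more than 3 SD below its plate's average and above zero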;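 note: hits lower antibody fragment binding to DSG3; some compounds called inactive have numbers as strong as hits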
Mot1-301 SUMO = blocks SUMOylation pathway, rescuing yeast Mot1-301 growth; growth rescue, % at 18.8 µM; 320,000 compounds, 1% hits; S. cerevisiae Mot1-301 growth rescue, ATP luminescence, 38.5C; percent above DMSO median, 100 means doubled; AID 2716;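 active = every valid replicate shows activation above 250% relative to neutral control wells; inactive = the rest, any valid replicate at or below 250%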;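 note: OY570 slx delta 5 strain wells were the positive control but not used for scaling; some compounds called inactive have numbers as strong as hits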
Ecoli viability = reduces bacterial viability in AddAB counter-screen; E. coli V3065 growth, OD600 absorbance, 18 h; inhibition, % at 11.9 µM; 330,000 compounds, 0.27% hits; AID 449728;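 active = inhibition above the campaign's mean inhibition across all tested compounds plus 3 SD, cut at about 9.9% in these data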;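 note: uninfected addAB+ strain grown without phage in ampicillin broth; 0% = DMSO wells and 100% = ciprofloxacin 0.95 µg/ml wells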
Tat export inh = blocks Tat-dependent protein export in E. coli; 340,000 compounds, 0.036% hits; inhibition, % at 10 µM; E. coli MC4100 TorA-mCherry Tat export, fluorescence; AID 488895;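 active = mean replicate inhibition at least 50% and at least half of replicates individually reaching 50%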;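 note: exported cargo escapes ClpAP degradation while cytoplasmic cargo is degraded and loses fluorescence; 0% = median of neutral control wells and 100% = median of NaSCN control wells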
Numbers without * were called inactive; . = not tested or not shown.

SMILES | Arrestin-AP2 inh | AddAB inh | MOR-DOR inv ag | OPRM1-OPRD1 ag | PfHsp90 yeast 2 | phage Ecoli inh | PKA-R1A act | DSG3 Ab inh | Mot1-301 SUMO | Ecoli viability | Tat export inh
COc1ccc(NC(=O)NNC(=O)CCc2ccc(O)c(O)c2)cc1OC | 11 | -3.0 | 2 | -0.4 | . | 1.2 | 5 | . | -9 | -1.7 | -1
COc1ccc(N2CCN(c3ccc(C(=O)O)cc3[N+](=O)[O-])CC2)cc1 | 28 | -0.7 | 7 | -1.6 | -11 | -2.4 | 1 | 107 | -15 | -2.4 | 8
Cc1cc(CNC(=O)C2CCC(=O)N(Cc3ccccc3F)C2)nn1C (centres undefined) | -3 | 0.4 | 22 | -6.6 | 7 | 1.3 | 17 | 102 | 261 | 2.1 | -4
CN(C)N1C(N)=C(C#N)C(c2cccs2)C2=C1CCCC2=O (centres undefined) | 12 | 2.3 | -5 | 0.9 | -20 | 4.5 | -4 | 100 | 277 | 2.9 | 6
CC(=O)Nc1ccc(Sc2ccccc2C(=O)O)cn1 | 30 | 2.7 | 16 | -3.4 | 1 | 2.9 | -1 | 105 | -5 | 3.1 | 2
O=C(NCC1CCCO1)c1ccc([N+](=O)[O-])s1 (centres undefined) | 21 | 1.4 | -34 | 4.6 | -7 | 3.7 | 6 | . | -15 | 2.5 | -18
NC(=O)C1CC(=O)N(c2ccc(OCC(=O)N3CCCC3)cc2)C1 (centres undefined) | 8 | . | 18 | -3.4 | 19 | 3.8 | -3 | 104 | . | . | 7
COc1ccc(CN=Cc2c(O)[nH]c3ccccc23)cc1 | -15 | 3.3 | 11 | -2.1 | -36 | 2.2 | 3 | 99 | 82 | -1.4 | 0
COc1ccc2c(c1)c(C(=O)OCCN(C)C)c(C)n2C | -9 | -0.8 | 11 | -2.0 | 31 | 3.5 | -4 | 97 | -22 | 1.4 | -5
CCn1cc(S(=O)(=O)Nc2ccc(C)c(Cl)c2)cn1 | 21 | 0.3 | -6 | 1.1 | -21 | 3.6 | -9 | 88 | 1 | 0.3 | -5
N#CCSc1nnc2sc3ccccc3n12 | 4 | 3.1 | 7 | -1.2 | -28 | 4.3 | -4 | 102 | -5 | -0.2 | 2
CCOC(=O)c1sc(NC(=S)NC(=O)C2CCCC2)cc1C | -16 | -0.1 | -19 | 3.4 | 31 | 4.0 | -1 | . | 1 | -2.2 | -8
CC(O)C(NS(=O)(=O)c1ccc(Cl)cc1)C(=O)OCC(=O)c1ccc2c(c1)NC(=O)CO2 (centres undefined) | 8 | . | 0 | 0.0 | . | 0.0 | -7 | 103 | . | . | 5
O=C(Cc1ccc(F)cc1)NC1CCS(=O)(=O)C1 (centres undefined) | 5 | 0.4 | 6 | -0.9 | . | 0.4 | -1 | . | -22 | 1.8 | 0
O=C(NC1CCCC1)C(c1ccc(F)cc1)N(Cc1ccc(F)cc1)C(=O)c1ccn[nH]1 (centres undefined) | -1 | -0.3 | -10 | 1.7 | -53 | 1.6 | 4 | 104 | 45 | -0.1 | -8
CC[N+]1(CC)CC2=Cc3c(ccc4ccccc34)C(C)C2C1 (centres undefined) | 36 | 4.8 | 4 | -0.8 | 1 | 0.9 | 7 | 107 | 445 | 0.7 | -1
O=C(C[C@@H]1C/C=C\CC[C@@H](Cc2ccc(F)cc2)C(=O)OC[C@@H]2CCCN2C1=O)N[C@H](CO)Cc1ccccc1 | -7 | 3.7 | 3 | -0.6 | -14 | -1.2 | 12 | 98 | . | -1.1 | 9
O=C1CSC(c2cccc(Cl)c2Cl)N1c1ccccn1 (centres undefined) | 21 | 3.4 | -3 | 0.5 | -11 | 4.8 | -9 | 85 | 28 | 1.3 | -5
O=C(Nc1ccccc1C(=O)Nc1ccc(Br)cn1)c1ccccc1Cl | 46 | 2.4 | -13 | 3.0 | -29 | 3.2 | -7 | 108 | -15 | -0.9 | 8
COc1ccccc1C(=O)NNC(=S)NC(=O)c1cccs1 | 26 | 3.9 | 15 | -2.7 | 92* | 0.6 | 0 | . | -16 | -0.2 | 8
Cc1nnc(SCc2ccc(F)cc2Cl)s1 | -1 | 2.5 | 11 | -2.0 | -11 | 3.8 | -1 | 110 | 6 | 1.1 | -5
COc1cc(OC)cc(C(=O)Nn2c(C)nc3ccccc3c2=O)c1 | 0 | 1.9 | 10 | -1.8 | -5 | 1.8 | -1 | 94 | -27 | -1.9 | -7
CCOc1ccc(CN(C)C(=O)c2ccc(NC(=O)CC3SC(N4CCCC4)=NC3=O)cc2)cc1 (centres undefined) | 3 | 2.3 | 4 | -0.8 | 0 | 1.2 | -6 | . | -14 | 0.8 | 7
CCOC(=O)C1C(=O)NC(N2CCCCC2)=NC1c1ccco1 (centres undefined) | 15 | 5.9 | 0 | 0.1 | 3 | 2.3 | 0 | 113 | 14 | -3.1 | 0
CCn1cc(CN(C)S(=O)(=O)c2cccc([N+](=O)[O-])c2)cn1 | -17 | 1.1 | -22 | 3.9 | -1 | 2.0 | -9 | 97 | -3 | -0.2 | 3

Next section.
SMILES | Arrestin-AP2 inh | AddAB inh | MOR-DOR inv ag | OPRM1-OPRD1 ag | PfHsp90 yeast 2 | phage Ecoli inh | PKA-R1A act | DSG3 Ab inh | Mot1-301 SUMO | Ecoli viability | Tat export inh
CC(C)Sc1nnc(NC(=O)c2ccco2)s1 | -19 | 2.0 | 11 | -2.3 | -74 | 2.1 | 1 | 102 | 6 | -1.0 | -11
CCc1ccc(CN(Cc2cccnc2)C(=O)/C=C/c2ccc(OC)cc2)cc1 | 3 | -1.5 | -14 | 1.8 | -11 | -4.7 | 0 | 304 | 856 | -0.8 | 6
Cc1cccnc1NCC(O)COc1ccccc1 (centres undefined) | 3 | 0.9 | 16 | -3.0 | 7 | 3.8 | -3 | 102 | -3 | -1.2 | 2
CSc1ccccc1NC(=O)CN(C)Cc1cc(=O)n2ccsc2n1 | -11 | 0.2 | 10 | -2.2 | 4 | 2.1 | -1 | 105 | -26 | 1.3 | -3
Cc1ccc(OCC(=O)NC(C)c2ccc(Cl)c(Cl)c2)c([N+](=O)[O-])n1 (centres undefined) | 11 | 3.3 | 3 | -0.5 | 2 | 1.3 | 3 | 95 | -1 | -0.1 | 3
N#Cc1cc([N+](=O)[O-])ccc1NCCc1ccccn1 | -7 | -0.6 | 5 | -1.2 | 14 | 2.0 | -4 | 83 | -28 | 0.0 | 0
Cc1cc(NC(=O)c2ccccc2[N+](=O)[O-])ccc1Br | 3 | -0.5 | -10 | 2.0 | 34 | 5.5 | 6 | 98 | 5 | -0.5 | -1
COc1cccc2c1C(=O)C[C@]1(CCCC[C@@H]1C)O2 | -1 | 2.0 | -8 | 1.4 | -6 | 1.8 | -21 | 114 | -8 | -0.3 | 2
CCOC(=O)c1c(CSc2ccccc2)oc2ccc(O)cc12 | -9 | -2.2 | -44 | 6.0 | -20 | 2.8 | -5 | 110 | -10 | 0.9 | 9
CCN(CC)C(=O)C1CC(c2ccc(OC)cc2)=NO1 (centres undefined) | 2 | 1.1 | 7 | -1.2 | 29 | 2.9 | 1 | 103 | -4 | -1.5 | -3
Cc1cc(=O)n2[nH]c(NCc3ccccc3F)nc2n1 | -15 | 4.9 | 8 | -1.5 | 6 | 3.7 | 30* | 96 | 8 | 3.0 | 4
COc1ccc(C=O)cc1CN1CCCN(Cc2ccc(Cl)cc2)S1(=O)=O | 33 | -0.3 | -4 | 0.8 | -16 | 2.1 | -5 | 117 | 21 | -2.2 | -1
O=C(CSc1nnc(-c2cccnc2)o1)Nc1ccccc1Br | -5 | -0.2 | 12 | -2.3 | -1 | 3.6 | -6 | 112 | 2 | -0.6 | -17
N#CC1=C(Nc2ccc(Br)cc2)CCC1 | 34 | -0.1 | 5 | -1.0 | . | 2.1 | 7 | 100 | -15 | -3.2 | 1
COc1ccc(-c2nc3nc(C)cc(C)n3n2)cc1 | 3 | -0.6 | 14 | -2.3 | 17 | 2.5 | -3 | . | 17 | -0.1 | 0
COc1ccccc1NC(=O)CCc1nc(-c2ccccc2F)no1 | 16 | 0.4 | 1 | -0.1 | . | 3.5 | -1 | 120 | -8 | 1.3 | -10
COc1ccc(-c2csc3nc(C)nc(N4CCN(c5ccc(C(C)=O)cc5)CC4)c23)cc1OC | 7 | 4.9 | 4 | -0.7 | 1 | -0.1 | 7 | 105 | -3 | -1.3 | 1
COC(=O)Cc1c(CSc2ccccc2)oc2ccc(O)c(CN(C)C)c12 | 2 | -1.2 | 17 | -3.8 | 32 | 1.8 | -4 | 97 | -5 | -4.0 | -11
O=C(NCc1nc2ccccc2[nH]1)C1=C[C@H](c2ccc3c(c2)OCO3)C[C@H](OCc2ccc(CO)cc2)O1 | -1 | 0.1 | 11 | -1.9 | 4 | 0.0 | -2 | 99 | 3 | -0.9 | 1
COc1ccc(CCNc2ccc(S(=O)(=O)N3CCCC3)cc2[N+](=O)[O-])cc1 | 31 | 3.9 | 15 | -2.9 | 3 | 4.6 | -6 | 124 | -3 | 1.2 | 1
COc1cc(OC)c(NC(=O)c2csc(C)c2)cc1Cl | 4 | 1.8 | 14 | -2.8 | 11 | -1.4 | -3 | 103 | 6 | 0.8 | -11
CCOc1ccc(-n2ccnc(SCC(=O)Nc3ccc(OC)cc3OC)c2=O)cc1 | -6 | -1.1 | 0 | 0.0 | 16 | 3.6 | -22 | 104 | 97 | 0.9 | -6
C=CCNC(=S)N/N=C/c1ccc(-c2ccc(OC)cc2)o1 | 30 | 2.1 | -33 | 6.4 | -34 | 0.8 | -3 | 96 | -5 | 0.4 | 4
O=C(Cc1cccs1)N/N=C\c1ccc(O)cc1 | 21 | 3.6 | 12 | -2.0 | . | 3.1 | 1 | 83 | -2 | -0.4 | 2
O=C(OCC(=O)N1c2ccccc2Sc2ccccc21)C1CC(=O)N(Cc2ccco2)C1 (centres undefined) | 1 | 1.4 | 11 | -2.1 | -8 | 3.0 | 0 | 99 | -10 | -0.4 | -2
CC(C)COC(=O)NCCOC(=O)Nc1cccc(Cl)c1 | -4 | 1.5 | 7 | -1.2 | -6 | 0.6 | 6 | 102 | 6 | -0.8 | -5
Cc1cc(C)n(CCNCc2c(C(=O)N3C[C@@H](C)O[C@@H](C)C3)nc3ccc(Cl)cn23)n1 | 40 | 1.3 | 8 | -1.3 | -10 | 0.2 | -9 | 107 | -7 | 0.3 | -9
O=C(NCc1cccc(Cl)c1)C1CCC(=O)N(CCCN2CCOCC2)C1 (centres undefined) | 5 | . | 7 | -1.3 | 15 | -4.8 | -16 | . | . | . | -5
